C8 TRAIL sens – viability loss with TRAIL in NB7+C8 cells, primary screen, TRAIL sensitizer project, cell-based, ATPlite luminescence; actives 1% (n = 360,000); inhibition (viability loss, TRAIL sensitization), % at 10 µM;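 active = compounds causing at least 50% loss of cell viability in the single-dose screen, relative to plate controls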
HIF-2a inh – HIF-2a reporter inhibitors, primary screen, luminescence, 786-0 RCC cells | inhibition, % at 18.8 µM | actives 0.72% (n = 360,000) | 786-0 RCC cells HIF-2a reporter, luciferase luminescence, overnight;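 active = inhibition of the luminescence signal of 40% or more relative to plate controls, in a single-dose primary screen at 18.75 µM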
NR2E3 ag-1 – NR2E3 agonists in two-hybrid cells, primary screen, cell-based, luminescence, CHO-S, Gal4-NCOR/VP16-NR2E3. luciferase. inhibition of corepressor binding, % at 3.98 µM. actives 0.35% (n = 360,000). AID 602229, 2012;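 active = inhibition above the mean of all tested compounds plus 3 SD, cut at about 70% in these data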;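 also: 0% = DMSO with NR2E3 transfected cells and 100% = cells lacking NR2E3 construct; higher means lower luciferase signal from less NR2E3 corepressor binding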
Target sequence (Q9Y5X4 whole entry, looked up, the tested form may be a part): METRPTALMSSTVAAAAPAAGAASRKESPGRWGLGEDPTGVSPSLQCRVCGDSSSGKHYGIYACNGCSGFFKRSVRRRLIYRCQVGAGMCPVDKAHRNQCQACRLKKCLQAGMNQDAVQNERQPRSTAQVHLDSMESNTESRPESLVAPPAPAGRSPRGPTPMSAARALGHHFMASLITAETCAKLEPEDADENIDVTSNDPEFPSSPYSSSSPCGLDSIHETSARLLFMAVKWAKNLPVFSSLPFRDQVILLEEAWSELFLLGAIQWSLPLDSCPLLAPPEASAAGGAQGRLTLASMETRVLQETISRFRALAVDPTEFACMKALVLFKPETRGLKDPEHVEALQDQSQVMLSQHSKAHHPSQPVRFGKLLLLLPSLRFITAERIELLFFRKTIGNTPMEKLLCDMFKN
Shn3 inh set2 – reduction of Shn3 3'UTR firefly luciferase signal, primary screen, Schnurri-3 inhibitor project, cell-based, Clone20 osteoblasts, set 2. Clone20 osteoblast Shn3 3'UTR firefly luciferase, 24 h. inhibition, % at 12.5 µM. actives 0.52% (n = 360,000). AID 588674, 2011;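 active = mean inhibition of at least 75% with every replicate also reaching 75%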;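 also: 0% = median of neutral control wells and 100% = pilot-screen positive control compound; some compounds past the cut are filed as inactive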
KKLEB tox – cytotoxicity in KKLEB CF airway cells, primary screen, cytotoxicity control for CF NF-kB inhibitor project, cell-based, uHTS, fluorescence assay plates; KKLEB CF airway cells viability, ATPlite luminescence, overnight; hits give low values; cells stimulated with P. aeruginosa culture filtrate; activity change (cytotoxicity), % at 5 µM; actives 0.36% (n = 360,000); AID 602141, 2011;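 active = corrected activity change at or below -50% at 5 µM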
Peg3 prom inh – Peg3 promoter-driven luciferase inhibitors, primary screen, cell-based, HeLa, luciferase luminescence | HeLa PEG-Prom luciferase reporter, overnight | inhibition, % at 20 µM | actives 1.7% (n = 360,000) | AID 588405, 2011;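 active = inhibition of at least 50% at 20 µM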
TROY signal inh – inhibitors of TROY-driven NF-kB signaling, primary screen, Q293 LMP1-TROYcd cells, NF-kB luciferase, uHTS. AID 1347056, 2019. Q293 LMP1-TROYcd NF-kB luciferase reporter, 4 h. actives 0.98% (n = 360,000). inhibition, % at 10 µM;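 active = compounds whose plate-normalised and pattern-corrected inhibition of the luciferase reporter signal at the single screening dose is 50% or more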
TRPM1 prom inh – inhibitors of MITF-dependent TRPM1 promoter reporter, primary screen, cell-based, SK-MEL-5, single point, luciferase | SK-MEL-5 TRPM1 promoter luciferase, 24 h | inhibition, % at 12.5 µM | actives 0.83% (n = 330,000) | AID 488899, 2010;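 active = mean inhibition across replicates of 60% or more, whatever share of single replicates reaches that level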; also: values of inactives mirror those of a sister screen read the other way
CF NFkB block – inhibitors of PAF-induced NF-kB signaling, primary screen, cell-based, GFP fluorescence, uHTS. AID 588850, 2011. actives 0.86% (n = 360,000). KKLEB NF-kB-GFP reporter, GFP fluorescence overnight. inhibition, % at 5 µM;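 active = at least 50% inhibition at 5 µM, scaled per plate between neutral and stimulator controls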;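 also: PAF is a Pseudomonas aeruginosa culture filtrate used as stimulus; plate controls were PAF-stimulated DMSO wells for no effect and unstimulated DMSO wells for full effect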
NR2E3 ag-2 – inhibitors of NR2E3-RetCOR corepressor binding, primary screen, NR2E3 agonist project, biochemical, TR-FRET, GST-NR2E3, biotin-RetCOR. Photoreceptor-specific nuclear receptor (Homo sapiens), Q9Y5X4. 1536-well. inhibition of corepressor binding, % at 4.78 µM. actives 0.12% (n = 320,000). AID 2300, 2010;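 active = percent inhibition above the cutoff of mean plus 3 SD of all tested compounds, set per screening campaign, cut at about 20% in these data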;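 also: 0% = DMSO wells and 100% = biotin wells as full block of FRET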
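system = GST-tagged NR2E3 plus biotinylated RetCOR corepressor | input = 1.35 nM GST-NR2E3 | also added = 7 nM biotin-RetCOR | schedule = 5 h incubation at 4 °C | measured by = TR-FRET with europium anti-GST and streptavidin-D2, 340 nm excitation | read-out = percent loss of FRET ratio relative to control wells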
TWEAK-Fn14 inh – inhibitors of TWEAK-Fn14 signaling, primary screen, luciferase reporter cells, uHTS. inhibition, % at 10 µM. TWEAK-stimulated Fn14 reporter cells, luciferase luminescence, 8 h. actives 2% (n = 360,000); in the data active = inhibition above about 50%
* = called active by the depositor; x = no result given. Some of the compounds tested. The share of hits here may be higher or lower than overall.

#1 Cc1ccc(S(=O)(=O)N(CCCc2c(C)nc(N)[nH]c2=O)Cc2ccc([N+](=O)[O-])cc2)cc1
#2 COc1ccccc1-c1cncc(NC(C)=O)n1
#3 Cc1ccc(NS(=O)(=O)c2ccc3c(c2)n(C)c(=O)n3C)c(C)c1
#4 CCOc1ccc(Oc2ccccc2NC(=O)CN2C(=O)NC3(CCCC3)C2=O)cc1
#5 O=C(CCSc1ccc(Cl)cc1)Nc1cccnc1
#6 CCOC(=O)CSc1nnc(NC(=O)c2cccc([N+](=O)[O-])c2)s1
entry no.	1	2	3	4	5	6
C8 TRAIL sens	-19	-13	-4	-1	-1	7
HIF-2a inh	13	-7	7	-3	-39	9
NR2E3 ag-1	2	2	14	-19	-2	1
Shn3 inh set2	-6	-5	14	-2	1	-27
KKLEB tox	19	9	2	5	-3	0
Peg3 prom inh	9	2	36	5	-27	9
TROY signal inh	-14	-9	-11	5	39	-20
TRPM1 prom inh	x	x	x	6	5	0
CF NFkB block	-33	-6	-10	-19	5	0
NR2E3 ag-2	x	x	0	-3	1	-3
TWEAK-Fn14 inh	-3	14	22	2	20	-24

#7 O=C(CSc1ccccn1)N1CCN(C(=O)CSc2ccccn2)CC1
#8 Cc1ccc(Nc2cc(=O)[nH]c(=O)[nH]2)cc1C
#9 CC(C)c1onc(C(=O)NCCc2ccccc2)c1[N+](=O)[O-]
#10 Cc1cc(=O)oc2cc(OCC(=O)OCC(=O)Nc3ccccc3Br)ccc12
#11 CCOc1ccc(/C=N/N2CCN(Cc3ccccc3)CC2)cc1
#12 O=C(COC(=O)c1ccc(S(=O)(=O)N2CCOCC2)cc1)NC1CCCCCC1
entry no.	7	8	9	10	11	12
C8 TRAIL sens	-15	5	6	-6	-12	-2
HIF-2a inh	10	11	-84	8	4	8
NR2E3 ag-1	8	-12	-34	11	3	-13
Shn3 inh set2	2	1	-19	-22	0	6
KKLEB tox	-3	-5	-9	7	-7	4
Peg3 prom inh	18	7	-45	12	12	-22
TROY signal inh	22	-4	-27	11	18	1
TRPM1 prom inh	-2	-9	-26	-3	-2	5
CF NFkB block	-1	0	7	-12	3	-13
NR2E3 ag-2	-2	3	2	-3	1	-2
TWEAK-Fn14 inh	15	10	-12	-4	-1	6

#13 CCN(CC)C(=O)c1[nH]cnc1C(=O)Nc1ccccc1
#14 CCOC(=O)c1cnc(-c2ccccc2)nc1Oc1cccc(Cl)c1
#15 COc1cccc(-c2ccc3c(c2)O[C@@H](CN(C)Cc2cncnc2)[C@@H](C)CN([C@H](C)CO)S3(=O)=O)c1
#16 CCN1CCN(C(CNS(=O)(=O)c2ccc(F)cc2)c2cccnc2)CC1 (stereo not given)
#17 Cc1noc(/C=C/NCc2cccnc2)c1S(=O)(=O)N(C)CC(=O)N1CCc2ccccc21
#18 COc1ccc(NC(=O)COC(=O)c2ccc3ccccc3n2)cc1
entry no.	13	14	15	16	17	18
C8 TRAIL sens	6	1	-5	5	-19	-2
HIF-2a inh	7	6	3	10	8	3
NR2E3 ag-1	-16	-1	15	-3	-3	12
Shn3 inh set2	0	8	20	-5	11	-10
KKLEB tox	3	-26	-10	15	2	-3
Peg3 prom inh	4	15	10	24	11	-33
TROY signal inh	7	-7	-7	17	-8	-6
TRPM1 prom inh	-2	2	x	-5	x	18
CF NFkB block	-26	22	-6	-4	6	6
NR2E3 ag-2	2	2	x	-3	4	5
TWEAK-Fn14 inh	-4	-2	-15	9	-1	15

#19 COc1ccccc1N1N=C(c2ccc([N+](=O)[O-])cc2)CC1c1ccccc1 (stereo not given)
#20 COc1ccc(-c2csc3nc(-c4ccccc4OC)oc(=O)c23)cc1
#21 O=c1[nH]c(=S)ccn1C1OC(CO)C(O)C1O (stereo not given)
#22 CCCCN(C)CCNC(=O)c1cc2c(-c3cccc(OC)c3)nn(C)c2s1
#23 O=C(c1cccs1)N1CCN=C1SCc1cccnc1
#24 COC(=O)c1nnn(-c2nc(N3CCOCC3)nc(N3CCOCC3)n2)c1C
entry no.	19	20	21	22	23	24
C8 TRAIL sens	0	13	-38	2	0	3
HIF-2a inh	-15	14	27	-14	-10	20
NR2E3 ag-1	15	-20	8	32	19	-6
Shn3 inh set2	1	9	-31	4	-12	-76
KKLEB tox	5	-20	-14	-2	-4	-13
Peg3 prom inh	6	25	21	22	-3	9
TROY signal inh	-25	3	-4	-32	4	15
TRPM1 prom inh	-13	10	x	9	3	9
CF NFkB block	-67	12	6	-6	18	21
NR2E3 ag-2	-1	2	3	2	-1	5
TWEAK-Fn14 inh	12	11	-16	-13	0	-26

#25 Cc1nnc(SCC(=O)NCCc2ccccc2)s1
#26 CN(C)c1ccc(P(=O)(Nc2ccc([N+](=O)[O-])cc2)N2CCOCC2)c(NC(=O)c2cccs2)c1 (stereo not given)
#27 COC(=O)CNC(=O)Cc1c(F)cccc1Cl
#28 Cc1cc2[nH]c(=O)c(=O)[nH]c2cc1S(=O)(=O)NCC(C)c1ccccc1 (stereo not given)
#29 CN(c1ccccc1C(=O)Nc1ccc(S(=O)(=O)N2CCCC2)cc1)S(C)(=O)=O
#30 N#Cc1c(N2CCCCC2)nc(N)c2c(N)nc(SCC(=O)O)cc12
entry no.	25	26	27	28	29	30
C8 TRAIL sens	-2	-9	-12	-2	-2	-27
HIF-2a inh	9	-11	8	5	-5	10
NR2E3 ag-1	21	10	-1	-30	-10	10
Shn3 inh set2	15	2	-1	-3	1	6
KKLEB tox	1	4	0	4	-11	-2
Peg3 prom inh	-4	5	6	-1	12	16
TROY signal inh	-16	-1	-6	4	-12	-5
TRPM1 prom inh	6	0	5	x	-9	-8
CF NFkB block	-11	5	3	-17	-4	-3
NR2E3 ag-2	5	-1	3	x	-1	-1
TWEAK-Fn14 inh	13	-2	-1	1	-6	7

#31 O=C(O)CN1C(=O)/C(=C\c2cccc(OCc3ccc(Cl)cc3)c2)SC1=S
#32 COC(=O)N/N=C\c1ccc(OC/C=C/c2ccccc2)cc1
#33 COc1ccc(/C=N/n2c(N)nc(-c3ccccc3)c2-c2ccccc2)cc1
#34 O=C(O)c1ccc(NC(=O)c2ccc3c(c2)C(=O)N(c2ccccc2)C3=O)cc1
#35 CCOC(=O)Cn1c(CN2CCN(C(=O)c3ccco3)CC2)nc2c1c(=O)n(C)c(=O)n2C
#36 COc1ccccc1CNC(=O)CSc1nnc2c(n1)[nH]c1ccc(F)cc12
entry no.	31	32	33	34	35	36
C8 TRAIL sens	-2	-11	11	-16	-6	-3
HIF-2a inh	-92	-52	-123	18	-9	-2
NR2E3 ag-1	-83	-77	-57	-14	-34	7
Shn3 inh set2	3	6	4	6	-4	-20
KKLEB tox	-3	10	8	6	-1	8
Peg3 prom inh	-77	-196	-32	5	-7	19
TROY signal inh	-19	-22	-11	-11	-3	-4
TRPM1 prom inh	-5	-67	-21	-13	0	7
CF NFkB block	-7	-20	-10	15	12	-5
NR2E3 ag-2	1	x	5	-1	2	7
TWEAK-Fn14 inh	-26	-12	-25	-11	-9	6

#37 Nc1ccc(-c2nc3nc(N)nc(N)c3nc2-c2ccc(N)cc2)cc1
#38 Cc1nc(C(F)(F)F)ccc1C(=O)N1CCC1(C)C(=O)NS(=O)(=O)c1c(C)noc1C (stereo not given)
#39 O=C(NC1CC1)C1CC(=O)N(c2ccccc2)C1 (stereo not given)
#40 O=C1CSC(c2ccccc2)N1c1nc(-c2ccc(Cl)cc2Cl)cs1 (stereo not given)
#41 CCc1ccc(CNCc2cccs2)cc1
#42 CN(Cc1ccccc1)C(=O)c1cccc(N2C(=O)NC3CC2(C)Oc2ccccc23)c1 (stereo not given)
entry no.	37	38	39	40	41	42
C8 TRAIL sens	9	3	-2	3	0	-12
HIF-2a inh	9	12	7	7	-68	13
NR2E3 ag-1	-23	-15	1	-7	-41	8
Shn3 inh set2	-1	-13	10	12	-27	1
KKLEB tox	14	1	9	-18	10	5
Peg3 prom inh	0	-6	12	21	-94	21
TROY signal inh	-21	19	1	-8	-48	5
TRPM1 prom inh	-4	x	4	-1	-25	-3
CF NFkB block	-20	2	9	15	-11	-19
NR2E3 ag-2	-1	x	0	2	1	5
TWEAK-Fn14 inh	-10	-81	8	6	-4	-2

3 records picked at random from those above, as already listed:
#42 CN(Cc1ccccc1)C(=O)c1cccc(N2C(=O)NC3CC2(C)Oc2ccccc23)c1 (stereo not given)
#39 O=C(NC1CC1)C1CC(=O)N(c2ccccc2)C1 (stereo not given)
#38 Cc1nc(C(F)(F)F)ccc1C(=O)N1CCC1(C)C(=O)NS(=O)(=O)c1c(C)noc1C (stereo not given)
entry no.	42	39	38
C8 TRAIL sens	-12	-2	3
HIF-2a inh	13	7	12
NR2E3 ag-1	8	1	-15
Shn3 inh set2	1	10	-13
KKLEB tox	5	9	1
Peg3 prom inh	21	12	-6
TROY signal inh	5	1	19
TRPM1 prom inh	-3	4	x
CF NFkB block	-19	9	2
NR2E3 ag-2	5	0	x
TWEAK-Fn14 inh	-2	8	-81

Molecules shown so far containing a COOH group, in the order listed:
#30 N#Cc1c(N2CCCCC2)nc(N)c2c(N)nc(SCC(=O)O)cc12
#31 O=C(O)CN1C(=O)/C(=C\c2cccc(OCc3ccc(Cl)cc3)c2)SC1=S
#34 O=C(O)c1ccc(NC(=O)c2ccc3c(c2)C(=O)N(c2ccccc2)C3=O)cc1
entry no.	30	31	34
C8 TRAIL sens	-27	-2	-16
HIF-2a inh	10	-92	18
NR2E3 ag-1	10	-83	-14
Shn3 inh set2	6	3	6
KKLEB tox	-2	-3	6
Peg3 prom inh	16	-77	5
TROY signal inh	-5	-19	-11
TRPM1 prom inh	-8	-5	-13
CF NFkB block	-3	-7	15
NR2E3 ag-2	-1	1	-1
TWEAK-Fn14 inh	7	-26	-11

Further results:
#43 Cc1ccc(NC(=S)N2CCC(NC(=O)c3ccccc3)CC2)cc1
#44 O=S(=O)(c1ccc(-n2cnnn2)cc1)N1CCN(c2ccccc2F)CC1
#45 Fc1ccc(-c2cnn3c(-c4ccncc4)ccnc23)cc1
#46 CCOc1ccccc1N1CCN(C(=S)NC(=O)C23CC4CC(CC(C4)C2)C3)CC1
entry no.	43	44	45	46
C8 TRAIL sens	-5	-4	54*	24
HIF-2a inh	3	7	-154	17
NR2E3 ag-1	1	-7	-154	6
Shn3 inh set2	26	22	10	13
KKLEB tox	1	-1	-15	-2
Peg3 prom inh	-12	-2	-125	13
TROY signal inh	-9	5	-8	2
TRPM1 prom inh	-1	8	-19	-5
CF NFkB block	5	-4	12	-10
NR2E3 ag-2	-1	-1	6	0
TWEAK-Fn14 inh	10	0	61*	-25

From PubChem
